Screening data from PubChem.
hIAP act: human IAP activation; P09923; purified human IAP, CDP-Star luminescence, 30 min; hits give high values; 1 = vehicle-only enzyme, 0 = enzyme-free background; activation factor at 10 µM; 0.16% of 330,000 active; AID 2524;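 active = activation factor of the enzyme at least 2-fold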; note: the source names both 10 and 20 µM as test concentration; values of inactives mirror those of a sister screen read the other way
Target sequence (P09923 whole entry, looked up): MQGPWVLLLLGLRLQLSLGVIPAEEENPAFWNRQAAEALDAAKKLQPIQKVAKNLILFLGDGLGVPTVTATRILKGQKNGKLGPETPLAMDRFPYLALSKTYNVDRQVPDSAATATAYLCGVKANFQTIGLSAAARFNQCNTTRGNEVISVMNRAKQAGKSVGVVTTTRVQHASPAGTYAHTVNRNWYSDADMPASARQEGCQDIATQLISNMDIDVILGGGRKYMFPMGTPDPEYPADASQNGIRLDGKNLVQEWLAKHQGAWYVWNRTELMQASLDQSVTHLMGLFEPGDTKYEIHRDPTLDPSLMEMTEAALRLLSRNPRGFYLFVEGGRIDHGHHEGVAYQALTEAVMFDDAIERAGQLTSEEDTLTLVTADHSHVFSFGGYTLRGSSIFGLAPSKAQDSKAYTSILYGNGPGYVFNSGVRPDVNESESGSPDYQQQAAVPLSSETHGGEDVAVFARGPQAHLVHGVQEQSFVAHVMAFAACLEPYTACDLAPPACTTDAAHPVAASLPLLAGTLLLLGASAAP
MPTP block: permeability transition pore inhibition; isolated mouse mitochondria, Ca2+ swelling absorbance, 30 min; inhibition, % at 10 µM; 1.4% of 360,000 active; AID 602449;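 active = inhibition of 50% or more, scaled per plate between neutral and stimulator controls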;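 note: 0% = DMSO wells given calcium and 100% = 1 mM EGTA wells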
mIAP activ: mouse IAP activation. muIAP, CDP-Star luminescence, 30 min; hits give high values; 1 = vehicle-only enzyme signal, 0 = enzyme-free wells. activation factor at 10 µM. 0.24% of 330,000 active. AID 2805;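 active = activation factor of at least 2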; note: the source names both 10 and 20 µM as test concentration; values of inactives mirror those of a sister screen read the other way
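System: mouse IAP enzyme. Reagent: CDP-Star chemiluminescent phosphatase substrate. Benchmarks: DMSO wells, no-enzyme wells. Times: 30 min enzyme-substrate-compound incubation at room temperature. Detection: luminescence from enzymatic CDP-Star hydrolysis. Doses: test compounds delivered from DMSO solution.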
MIN6 prolif: inducers of beta-cell replication in MIN6 cells; MIN6 cells proliferation, ATPlite luminescence, 48 h; cells starved in 0.2% serum; 100% = growth in 10% serum; proliferation, % at 10 µM; 0.29% of 330,000 active; AID 2380;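 active = compounds whose signal lies at least 3.5 SD above the mean of all wells on their plate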;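 note: 0% = DMSO-treated cells in low-serum medium and 100% = 10% serum control; some compounds called inactive have numbers as strong as hits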
mIAP block: mouse IAP inhibition; purified mouse IAP, CDP-Star luminescence, 30 min; inhibition, % at 10 µM; 0.2% of 330,000 active;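 active = inhibition of at least 40% at 10 µM in the primary screen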;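 note: plate controls were DMSO with enzyme for no effect and no enzyme wells for full effect; values of inactives mirror those of a sister screen read the other way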
ATG4B inhibitor: blocks human ATG4B protease cleavage of LC3 substrate. Q9Y4P1. inhibition, % at 8.33 µM. ATG4B cleavage of LC3-PLA2, NBD-HPC fluorescence, 1 h. 0.51% of 340,000 active; in the data active = inhibition above about 40%
A3A deaminase: inhibitors of human APOBEC3A DNA deaminase; P31941; recombinant A3A, FAM/TAMRA ssDNA deamination fluorescence; inhibition, % at 20 µM; 0.41% of 330,000 active; AID 493011;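 active = at least 40% inhibition at 20 µM here, with at most 30% in a related deaminase screen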;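 note: plate controls were A3A with DMSO for no effect and wells lacking A3A enzyme for full effect; some results filed as inactive read as strong as hits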
hIAP block: human IAP inhibition | 0.12% of 330,000 active | purified IAP, CDP-Star luminescence, 30 min | inhibition, % at 10 µM | AID 2544;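 active = inhibition reaching a set limit with compound at 10 µM in the primary screen, cut at about 35% in these data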;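 note: plate controls were DMSO wells with enzyme for no effect and no-enzyme buffer wells for full effect; values of inactives mirror those of a sister screen read the other way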
APOBEC3G inh: APOBEC3G (human) deaminase inhibition; recombinant A3G, ssDNA deamination FAM/TAMRA fluorescence; inhibition, % at 20 µM; 0.28% of 330,000 active;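 active = inhibition of at least 40% at 20 µM, with no more than 30% in the related APOBEC3A deaminase screen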;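 note: plate controls were DMSO wells with A3G for no effect and wells lacking A3G enzyme for full effect; some compounds called inactive have numbers as strong as hits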
Target sequence (Q9HC16 whole entry, looked up): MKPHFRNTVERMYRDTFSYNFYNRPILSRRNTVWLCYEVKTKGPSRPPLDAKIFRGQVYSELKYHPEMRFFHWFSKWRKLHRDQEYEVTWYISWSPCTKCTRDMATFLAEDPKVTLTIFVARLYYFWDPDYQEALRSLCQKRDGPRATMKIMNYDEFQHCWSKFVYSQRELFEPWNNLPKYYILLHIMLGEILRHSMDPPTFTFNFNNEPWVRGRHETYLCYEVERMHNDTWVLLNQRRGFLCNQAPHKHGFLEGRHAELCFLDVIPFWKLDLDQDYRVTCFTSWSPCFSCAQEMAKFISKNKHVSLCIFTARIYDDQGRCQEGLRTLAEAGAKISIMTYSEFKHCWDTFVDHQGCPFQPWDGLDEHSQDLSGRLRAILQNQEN
An asterisk follows results filed as active; / = no result given.

1. CC(=O)Oc1ccc(N2C(=O)C3C4C=CC(O4)C3C2=O)cc1 (stereo not drawn)
2. CC(=O)c1c(C)[nH]c(C(=O)OC(C)C(=O)Nc2ccc(C)c(S(=O)(=O)N3CCOCC3)c2)c1C (stereo not drawn)
3. Cc1ccc(NC(=O)CSc2nnc(-c3ccncc3)s2)cc1
4. CN(C)CCCCOc1cccc(Br)c1
5. O=C(CSc1c2c(nc3cc(Cl)ccc13)CCCC2)NCCN1CCOCC1
6. Cc1cc(O)c(/C=N/c2ccccn2)c(=O)o1
7. CCOc1ccc2nc(Cl)c(C3CC(c4ccccc4)=NN3C(=O)c3ccco3)cc2c1 (stereo not drawn)
8. CS(=O)(=O)N(CC(=O)NCCSCc1ccco1)c1ccc(Cl)cc1
9. CCOc1ccc2[nH]c(=O)c(CN(Cc3cccs3)Cc3nnnn3C(C)(C)C)cc2c1
10. O=C(NNC(=O)c1ccccc1[N+](=O)[O-])c1csc(N2CCOCC2)n1

Assay by compound,1,2,3,4,5,6,7,8,9,10
hIAP act,1,1,0.93,0.89,1.2,0.97,0.74,1,0.94,1.2
MPTP block,0.7,1.1,-1.6,-2.6,-0.4,0.4,/,-1.2,0.1,-3.5
mIAP activ,1,1.3,0.93,0.94,0.97,0.93,0.94,1,1,0.81
MIN6 prolif,-1,-1,0,0,-3,0,-5,-1,-2,-1
mIAP block,-3,-27,7,6,3,7,6,-4,0,19
ATG4B inhibitor,10,-15,-1,-1,-4,-8,/,-8,-12,-12
A3A deaminase,-2,-4,-3,-1,-6,1,-2,2,-1,-2
hIAP block,-1,-4,7,11,-20,3,26,0,6,-24
APOBEC3G inh,9,-9,-6,-5,-4,1,-6,-7,-2,-6

11. CCOc1ccc(/C=N/NC(=O)c2ccccc2NC(=O)c2ccc(OC)cc2)cc1
12. O=C(O)CC(NS(=O)(=O)c1ccc2c(c1)OCCO2)c1ccccc1[N+](=O)[O-] (stereo not drawn)
13. CCc1c(C(=O)Nc2ccccc2)c(C)[nH]c(=S)c1C#N
14. O=C(Nc1ccccc1)C(=O)Nc1ccccn1
15. CC(=O)c1cccc(NC(=O)N2CCCC2C(=O)Nc2cc(C)ccc2C)c1 (stereo not drawn)
16. CCOc1ccccc1Oc1c(C)oc2cc(OC(=O)c3ccco3)ccc2c1=O
17. Cc1ccccc1-c1noc(-c2ccccc2F)n1
18. CCN(CC)S(=O)(=O)c1csc(C(=O)NCc2ccccc2)c1
19. COc1ccc(NC(=O)c2cc3ccccc3o2)cn1
20. COc1ccccc1C(=O)NCC(=O)N/N=C(\C)Cc1ccccc1

Assay by compound,11,12,13,14,15,16,17,18,19,20
hIAP act,0.92,1.4,0.9,0.69,1,0.81,0.83,0.83,0.85,1.1
MPTP block,0.8,-1.3,-1.5,-1.7,0.0,1.4,0.4,2.7,0.0,-0.3
mIAP activ,0.98,1,0.96,1,1,1,1.1,0.93,0.96,1
MIN6 prolif,-4,-3,-2,-2,-3,-2,-3,4,-1,0
mIAP block,2,-4,4,-2,0,-2,-10,7,4,-4
ATG4B inhibitor,4,-3,-2,-7,-9,-5,25,-22,-10,-7
A3A deaminase,1,1,1,-2,-3,-1,2,-2,-3,1
hIAP block,8,-38,10,31,-2,20,17,17,15,-6
APOBEC3G inh,-6,-5,17,-8,-6,-6,2,-2,-10,-2

Arranged by value in A3A deaminase (low to high): 5 from the list above
#	Structure	A3A deaminase
15	CC(=O)c1cccc(NC(=O)N2CCCC2C(=O)Nc2cc(C)ccc2C)c1 (stereo not drawn)	-3
10	O=C(NNC(=O)c1ccccc1[N+](=O)[O-])c1csc(N2CCOCC2)n1	-2
16	CCOc1ccccc1Oc1c(C)oc2cc(OC(=O)c3ccco3)ccc2c1=O	-1
20	COc1ccccc1C(=O)NCC(=O)N/N=C(\C)Cc1ccccc1	1
8	CS(=O)(=O)N(CC(=O)NCCSCc1ccco1)c1ccc(Cl)cc1	2

Following part.
21. Cc1cccc(CCNC(=O)CCNS(=O)(=O)c2cc(Br)cnc2N)c1
22. Cc1cc(NC(=O)CCC(=O)N(CC(C)C)C(C(=O)NC(C)(C)C)c2ccccc2Cl)no1 (stereo not drawn)
23. c1ccc2c(Nc3ccc4c(c3)OCCO4)c3c(nc2c1)CCCC3
24. COC(=O)c1ccn(CSc2cc(Cl)ccc2Cl)n1
25. CCCN(CCC)C(=O)C1CCCN(S(=O)(=O)c2ccc3c(c2)oc(=O)n3C)C1 (stereo not drawn)
26. CCOc1ccc(S(=O)(=O)Nc2nc3ccccc3nc2-n2ccc(=NC(=O)c3ccccc3C)cc2)cc1
27. COc1ccc(N2CC(C(=O)Nc3ccc(S(=O)(=O)Nc4nccs4)cc3)CC2=O)cc1 (stereo not drawn)
28. CCOC(=O)C1CCCN(C(=O)C2CCN(C(=O)Nc3ccccc3)CC2)C1 (stereo not drawn)
29. Nc1nc(-c2ccco2)nn1C(=O)c1ccc([N+](=O)[O-])cc1
30. CCC(=O)NC(NC(=S)Nc1c(C)n(C)n(-c2ccccc2)c1=O)C(Cl)(Cl)Cl (stereo not drawn)

Assay by compound,21,22,23,24,25,26,27,28,29,30
hIAP act,1.2,1,1,1,0.87,0.88,0.91,1.1,0.75,1.1
MPTP block,1.9,-0.2,13,-1.4,-2.1,4.8,0.8,0.4,-1.0,0.4
mIAP activ,0.95,1,0.92,0.89,1,0.8,0.96,0.98,0.92,0.91
MIN6 prolif,1,6.7*,-4,-8,7,-4,2,3,-2,0
mIAP block,5,-4,8,11,0,20,4,2,8,9
ATG4B inhibitor,-5,2,19,-5,-6,-22,3,4,13,-6
A3A deaminase,-2,2,-4,-3,-5,-2,0,-1,1,-1
hIAP block,-23,0,-2,-2,13,12,9,-8,25,-7
APOBEC3G inh,-1,-4,-7,-8,-6,-9,-4,-4,-3,0

31. Cc1c(CN2CCC(n3nccc3NC(=O)C3CCOC3)CC2)[nH]c2ccccc12 (stereo not drawn)
32. COc1ccc(NC(=O)CCc2nc3ccccc3[nH]2)cc1
33. COCCCN(C(=S)Nc1cccc(Cl)c1)C(C)c1ccncc1 (stereo not drawn)
34. COCCCN(C(=O)c1ccc(N2CCCC2=O)cc1)c1c(N)n(Cc2ccccc2)c(=O)[nH]c1=O
35. CC(=O)Nc1ccc(NC(=O)C(C)OC(=O)C2CCCCC2)cc1 (stereo not drawn)
36. CN(C)Cc1c(C(=O)N/N=C/c2ccc(-c3ccccc3)cc2)nnn1-c1nonc1N
37. c1ccc2c(c1)CC1(CCCC1)N=C2N1CCOCC1
38. CC1CN(C(=O)Cn2c(C(F)(F)F)nc3ccccc32)CC(C)O1 (stereo not drawn)
39. COCC(C)N1C(=O)Cc2c1nc(N)c1c(N)nc(N3CCN(c4ccccc4F)CC3)c(C#N)c21 (stereo not drawn)
40. O=C(/C=C/c1cnc2ccccc2n1)NC12CC3CC(CC(C3)C1)C2

Assay by compound,31,32,33,34,35,36,37,38,39,40
hIAP act,1.1,0.98,0.93,1.1,0.87,1,1,1.1,0.95,0.94
MPTP block,0.3,0.5,23,-2.0,1.9,-0.4,-0.2,0.6,-0.3,0.3
mIAP activ,0.92,1.1,1.1,1,1,1,1,1.1,0.84,1.1
MIN6 prolif,0,7,-1,-3,3,-3,-2,0,-3,0
mIAP block,8,-6,-5,-2,0,-2,-2,-7,16,-5
ATG4B inhibitor,18,-6,5,-3,0,2,-2,-10,11,-6
A3A deaminase,-2,-3,-2,-1,-2,-4,3,2,0,35
hIAP block,-8,2,7,-14,13,-5,-2,-8,5,6
APOBEC3G inh,-5,-2,-1,-11,-4,-5,-3,-3,-2,1

Exported as labelled records: entries from further up
#33 COCCCN(C(=S)Nc1cccc(Cl)c1)C(C)c1ccncc1 (stereo not drawn)
  hIAP act: 0.93
  MPTP block: 23
  mIAP activ: 1.1
  MIN6 prolif: -1
  mIAP block: -5
  ATG4B inhibitor: 5
  A3A deaminase: -2
  hIAP block: 7
  APOBEC3G inh: -1
#32 COc1ccc(NC(=O)CCc2nc3ccccc3[nH]2)cc1
  hIAP act: 0.98
  MPTP block: 0.5
  mIAP activ: 1.1
  MIN6 prolif: 7
  mIAP block: -6
  ATG4B inhibitor: -6
  A3A deaminase: -3
  hIAP block: 2
  APOBEC3G inh: -2

Other results follow:
41. Cc1cccc(-n2c(SCC(=O)N3CC(=O)Nc4ccccc43)nc3ccccc3c2=O)c1
42. CCc1nccn1CCC(=O)NC1CC(C)(C)Cc2c1cnn2-c1cccc(F)c1 (stereo not drawn)
43. CN(Cc1nccs1)C(=O)c1ccc(OC2CCN(Cc3ccccn3)CC2)cc1
44. COc1ccc(NC(=S)N2CCN(c3ccc([N+](=O)[O-])cc3)CC2)cc1OC
45. Cn1c(SCc2nc(-c3ccc(Cl)cc3)no2)nnc1-c1cccs1
46. COc1ccc(C(=O)Nc2ccccc2C(=O)NCc2ccco2)cc1OC
47. COc1cccc(NC(=S)NNC(=O)C(C)n2nc(C)c([N+](=O)[O-])c2C)c1 (stereo not drawn)
48. CCS(=O)(=O)N1CCCC(C(=O)NCCc2ccc(C)cc2)C1 (stereo not drawn)
49. COc1ccccc1C1NC(c2ccccc2OC)C(C)C(=O)C1C (stereo not drawn)
50. CCOc1ccc(N(CC(=O)NC2CC3CCC2C3)S(=O)(=O)c2ccc(C)cc2)cc1 (stereo not drawn)

Assay by compound,41,42,43,44,45,46,47,48,49,50
hIAP act,1,1.3,1,1.1,1.1,0.85,1,1.2,0.96,1.1
MPTP block,-2.6,-1.2,0.4,-0.6,1.9,1.2,-0.3,-1.2,0.0,0.0
mIAP activ,1.2,0.95,1,0.96,1,0.96,0.84,1.2,0.97,1.2
MIN6 prolif,-2,0,-1,0,-3,7,2,0,7,-6
mIAP block,-20,5,-1,4,-1,4,16,-16,3,-22
ATG4B inhibitor,6,12,16,1,-9,-9,-6,0,-10,5
A3A deaminase,-4,-5,1,-2,2,-2,-3,1,4,-5
hIAP block,-2,-28,-4,-5,-11,15,-4,-17,4,-13
APOBEC3G inh,-7,-7,-10,-12,1,-8,-5,-1,-2,-12

51. CC1(C)Cc2c(c(-c3ccco3)nc3n[nH]c(N)c23)CO1
52. COC(=O)c1ccc(C)c(NC(=O)CCSc2ccc(Cl)cc2)c1
53. COc1ccc(CC(=O)Nc2nc(-c3cccnc3)cs2)cc1
54. Cc1ccc(CN2CCN(Cc3cn(C(C)C)c4ccccc34)CC2CCO)o1 (stereo not drawn)
55. Cc1cccc(NC(=S)NCCc2ccccn2)c1
56. COc1ccc(C(CCNCc2ccc(N(C)C)cc2)c2ccccc2OC)cc1 (stereo not drawn)
57. COc1ccc(N(CC(=O)NC2CC3CCC2C3)S(=O)(=O)c2ccc(C)c([N+](=O)[O-])c2)cc1 (stereo not drawn)
58. Cc1ccc2nc(-c3ccc(O)cc3)oc2c1

Assay by compound,51,52,53,54,55,56,57,58
hIAP act,1.2,0.98,1.1,1.2,1.1,1.2,0.92,0.91
MPTP block,1.6,2.2,1.1,-2.1,1.3,3.3,2.0,6.5
mIAP activ,0.96,1.1,1,1,0.97,1,0.93,1.1
MIN6 prolif,1,-1,-2,-3,0,-4,-7,-5
mIAP block,4,-8,-2,-4,3,-2,7,-8
ATG4B inhibitor,3,-10,-8,-11,-7,10,1,-3
A3A deaminase,1,9,2,-9,-5,-1,-3,4
hIAP block,-16,2,-10,-19,-13,-20,8,10
APOBEC3G inh,-4,0,2,-5,-9,-8,-4,2
